M17LAP inhibition: P. falciparum M17LAP inhibitors, primary screen, biochemical, fluorogenic H-Leu-NHMec substrate, 1536-well (AID 1619); recombinant M17LAP, H-Leu-NHMec fluorogenic kinetic assay; higher % means a stronger effect; inhibition, % at 30 µM; hits with a dose series show IC50 in µM; actives 0.38% (n = 220,000);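 active = compound inhibiting the enzyme by more than half at any dose during confirmatory dose-response retesting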;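 also: plate controls were full reaction with DMSO carrier for no effect and no enzyme background for full effect; strong numbers were not always called active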
Dynein transport: blocks dynein driven cargo transport along microtubules; z-score, hits read low; actives 0.47% (n = 220,000); AID 1381; 3617.4 mouse cells, GR-EGFP nuclear translocation imaging; test concentration mostly 20 µM; stimulated with dexamethasone, 1 µM; stronger effect = lower value;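 active = plate z-score of nuclear minus cytoplasmic receptor signal below a set negative limit, without overly bright fluorescence or cell loss, cut at about -3.5 in these data, passing the limit was not always enough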;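 also: z-score of nuclear minus cytoplasmic ring GR-EGFP intensity difference per well; some compounds called inactive have numbers as strong as hits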
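Buffer or medium: tet-free medium with charcoal-stripped serum / Also added: dexamethasone agonist, 1.0 µM final, for 30 min / Timing: induction 48 h, compound 1 h, agonist 30 min / Measured by: high-content fluorescence imaging after fixation / Read-out: nuclear-to-cytoplasmic GR-EGFP distribution per well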
Autophagy HCS: alters autophagy in cells | MEF GFP-LC3 puncta imaging; test concentration mostly 10 µM | calls only at 10 µM (by protocol) | actives 0.98% (n = 190,000);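 active = percentage of spot-positive cells more than 3 SD above its plate mean, without a fluorescence outlier flag or 80% toxicity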;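 also: spot-positive cell cutoff set from DMSO-treated cells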
Insulin prom up: MIN6 insulin promoter up-regulation; MIN6 insulin promoter-GFP reporter, high-content imaging; stronger effect = higher value; actives 0.3% (n = 190,000); z-score at 5 µM; AID 1625;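 active = z-score above 3 at 5 µM with at least 500 cells counted in the well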
MT stabilize HCS: stabilizes microtubules in HeLa cells. HeLa tubulin immunostaining HCS, 24 h; share of cells brighter than vehicle mean+2SD. % tubulin-high responders, % at 10 µM. actives 0.83% (n = 200,000). AID 2205;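 active = plate Z-score above 3 for both tubulin-high and condensed-nucleus cell shares, with cell loss under 80%, at 10 µM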;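 also: anti alpha tubulin signal scored within the nucleus-defined area of each cell; some results filed as inactive read as strong as hits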
Yfh1-depleted yeast: enhancers of respiration in Yfh1-depleted yeast, dose response, Friedreich's ataxia, plus single-dose screen (AID 1465). S. cerevisiae Yfh1-off respiration, WST-1 reduction, 72 h; higher fold induction means a stronger effect. fold induction at 50 µM; hits with a dose series show EC50 in µM. actives 0.074% (n = 220,000);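 active = fold induction of absorbance versus untreated yeast above a set limit, then at least 30% activation at any dose in follow-up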;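 also: activators that raise dye reduction in frataxin-depleted yeast; strong numbers were not always called active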
P. falciparum M1AAP: malaria alanyl aminopeptidase activity blockers – biochemical, fluorogenic H-Leu-NHMec substrate, 1536-well (AID 1445); recombinant M1AAP, H-Leu-NHMec fluorogenic kinetic assay; higher % means a stronger effect; inhibition, % at 30 µM; hits with a dose series show IC50 in µM; actives 0.42% (n = 220,000);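 active = primary inhibition above the hit cutoff, then over 50% inhibition at one or more dose response concentrations, cut at about 23% in these data, passing the limit was not always enough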;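 also: plate controls were DMSO full reaction for no effect and no enzyme background for full effect; strong numbers were not always called active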
ER stress rescue: rescue of cells from ER stress-induced death, primary screen, 384-well, CSM14.1, thapsigargin, ATP luminescence (AID 1222); CSM14.1 thapsigargin-induced death rescue, ATP luminescence; higher % means a stronger effect; cellular ATP content (survival), % at 20 µM, or EC50 in µM where a hit was titrated; 190,000 tested, under 10 active;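 active = EC50 below 50 µM in the dose-response confirmation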;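 also: death triggered by thapsigargin at about 15 µM added after 2 h compound pretreatment; cell ATP read after overnight thapsigargin exposure of roughly 18 to 22 hours; normalized against plate controls of thapsigargin alone and 5% DMSO vehicle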
Lipid droplet: modulators of hepatic lipid droplet formation. inhibition, % at 6.5 µM. AID 1656. actives 0.4% (n = 240,000). AML12 mouse hepatocytes, oleate lipid droplets, BODIPY imaging;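 active = lipid droplet intensity inhibited by at least 50%, with more than 500 cells counted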
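Assay system: AML12 mouse liver cells | Compound: 6.5 µM single-point dosing | Schedule: Overnight exposure | Technique: Fluorescence imaging, 20x objective, two fields per well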
Dynein transport cytoplasmic EGFP: further read-out of Dynein transport, marked with its call; z-score; measured here: cytoplasmic GR-EGFP intensity; stronger effect = higher value
Dynein transport nuclear GR-EGFP: recorded beside Dynein transport, whose call it bears; z-score; measured here: nuclear GR-EGFP intensity;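 lower value marks the stronger effect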
Dynein transport cell count: recorded beside Dynein transport, whose call it bears; z-score; measured here: cell count per field
Insulin prom up cell count: recorded beside Insulin prom up, whose call it bears; cell count; measured here: cytotoxicity, nuclei count;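 total cells summed across four imaged fields per well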
Lipid droplet cells 6.5 µM: further read-out of Lipid droplet, marked with its call; cell count; measured here: cell count, cytotoxicity flag;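 cells counted across two imaged fields per well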
MT stabilize HCS Hoechst-high %: recorded beside MT stabilize HCS, whose call it bears; % Hoechst-high responders; measured here: nuclear condensation Hoechst responders;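 share of cells brighter than vehicle mean plus two SD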
MT stabilize HCS cytotoxicity %: recorded beside MT stabilize HCS, whose call it bears; toxicity, %; measured here: cytotoxicity by cell density;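 0% = mean cell density of plate MIN control wells and 100% = no cells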
Autophagy HCS cell loss 18 h: recorded beside Autophagy HCS, whose call it bears; toxicity, %; measured here: cell loss, nuclei count;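 cell loss after 18 h compound exposure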
Active calls of the source: *; i = inactive; . = not tested or not shown.

| structure | P. falciparum M1AAP | Dynein transport | Insulin prom up cell count | MT stabilize HCS | MT stabilize HCS Hoechst-high % | Dynein transport cytoplasmic EGFP | Insulin prom up | Autophagy HCS cell loss 18 h | Dynein transport cell count | Lipid droplet cells 6.5 µM | ER stress rescue | Dynein transport nuclear GR-EGFP | Autophagy HCS | M17LAP inhibition | Yfh1-depleted yeast | MT stabilize HCS cytotoxicity % | Lipid droplet |
| --- | --- | --- | --- | --- | --- | --- | --- | --- | --- | --- | --- | --- | --- | --- | --- | --- | --- |
| O=C(Nc1ccccc1Br)c1ccccc1-c1ccccc1 | 8% | -0.62 | 1252 | 15* | 44* | -0.29 | 0.61 | 2 | 0.66 | 756 | 1.4% | -0.62 | i | 16% | i | 38* | -8 |
| Nc1cc(Cl)ccc1Oc1ccc2ccccc2c1 | -2% | -0.87 | 1004 | 1.5 | 0.9 | -0.26 | -0.39 | -5 | 0.7 | 795 | -1.2% | -0.32 | i | -4% | i | 4.5 | -1 |
| CNC(=O)c1c(Cl)cnn1-c1ccc(C)cc1 | 10% | 0.34 | 1367 | 4.0 | 1.5 | -0.24 | 0.22 | 8 | -0.33 | 733 | -3.5% | 0.19 | i | 5% | i | 3.9 | 9 |
| CN(C)/C=N/c1c(C#N)cnn1-c1ccccc1 | 5% | 0.73 | 991 | 3.4 | 2.3 | -0.12 | -0.29 | 11 | -0.036 | . | 1.7% | 0.31 | i | 2% | i | 8.6 | . |
| Cc1ccc(S(=O)(=O)N(C)C)cc1NC(=O)COC(=O)/C(=C/c1ccc(F)cc1)c1cccs1 | 5% | -1 | 1317 | 1.8 | 5.1 | -0.27 | 0.22 | 6 | 0.75 | 645 | 0.1% | -0.89 | i | -5% | i | 10 | -8 |
| COc1cc(NC(=O)COc2ccccc2[N+](=O)[O-])ccc1NC(=O)c1cccs1 | 2% | 0.69 | 1494 | 4.6 | 1.9 | -0.39 | 0.07 | 13 | 0.89 | 571 | 2.4% | -0.35 | i | 2% | i | 6.8 | -25 |
| O=C(CSc1nnc2ccccn12)c1ccc2c(c1)OCCO2 | 0% | 1.6 | 1873 | 2.9 | 1.1 | -0.46 | 0.35 | -1 | -0.81 | 720 | -2.5% | 1 | i | -7% | i | 16 | 12 |
| COc1cc(OC)c(OC)cc1/C=N/Nc1ncnc2c1[nH]c1ccc(C)cc12 | 2% | 0.026 | 860 | . | . | -0.28 | -0.21 | . | -0.033 | 712 | . | 0.43 | . | 14% | i | . | 4 |
| Cc1cccc(Cc2nnc(CCC(=O)N3CCCC(CN4CCOCC4)C3)o2)c1 (centres undefined) | 9% | -0.88 | 1510 | 1.8 | 2.3 | 0.53 | -0.28 | -2 | 0.78 | 696 | 1.0% | -0.51 | i | 6% | i | 9.9 | 5 |
| Nc1ccc(-c2nc3ccc(N)cc3s2)cc1 | 21µM* | 0.014 | 712 | . | . | -0.47 | 0.14 | . | -0.44 | 683 | . | -0.1 | . | 13% | i | . | -3 |
| CCOC(=O)c1cc(-c2ccc(Cl)cc2)nc2c1c(C)nn2CCC#N | 8% | 0.37 | 1400 | 1.9 | 2.0 | -0.15 | -1.1 | 12 | -1.2 | . | -1.0% | 1.1 | i | 2% | i | 6.1 | . |
| O=C(Nc1ccc(C(=O)O)cc1)/C(=C\C=C\c1ccccc1)NC(=O)c1cccc(Br)c1 | 13% | 1.5 | 1381 | 3.0 | 1.7 | -0.27 | 0.02 | 6 | -1.5 | 677 | 2.5% | 1.6 | i | -4% | i | 3.2 | -5 |
| O=C(CSc1nc2ccccc2[nH]1)c1ccco1 | 1% | -0.092 | 1099 | 1.2 | 2.2 | -0.19 | 0.6 | -1 | -0.23 | . | -1.3% | -0.02 | i | 8% | i | 9.0 | . |
| O=C(Nc1nnc(SCc2cccc(F)c2)s1)c1ccco1 | 2% | -0.33 | 1278 | 4.2 | 1.5 | -0.31 | 0.93 | 49 | 1.1 | 675 | . | -0.2 | i | 0% | i | 3.6 | -4 |
| CC1CN(Cc2ccccc2)c2nc3c(c(=O)n(C)c(=O)n3C)n2C1 (centres undefined) | 0% | -0.17 | 1146 | 1.9 | 1.2 | -0.13 | -0.34 | 4 | 0.47 | . | 1.5% | -0.32 | i | 2% | i | 3.1 | . |
| O=C(NCc1ccccc1)C1=C[C@@H](C2CC2)C[C@@H](OCc2ccc(CO)cc2)O1 | 0% | -0.38 | 1444 | 2.1 | 1.2 | -0.29 | -1.3 | 19 | -0.4 | 699 | 1.4% | 0.13 | i | 5% | i | 2.8 | -12 |
| CN1C(=S)SC(/[N+]([O-])=C\c2ccccc2)C1(C)C (centres undefined) | 5% | -1.1 | 1827 | 2.4 | 1.2 | -0.19 | -0.16 | -2 | 0.24 | 664 | -2.6% | -0.4 | i | -10% | i | 2.9 | 24 |
| CCCCCNC(=O)CN(c1ccc2c(c1)OCO2)S(C)(=O)=O | 4% | 0.44 | 1550 | 4.5 | 1.4 | -0.21 | -0.94 | -4 | 0.68 | . | 2.8% | 0.34 | i | 2% | i | 2.2 | . |
| O=C(Cn1cc2c(n1)CCCC2)NCCCN1CCN(c2ccccc2F)CC1 | 1% | -0.63 | 866 | 3.8 | 1.9 | -0.25 | -0.81 | -3 | 0.29 | . | -0.3% | -0.37 | i | -7% | i | 1.8 | . |
| Cc1nc2[nH]c(=O)c3c(n2n1)NC1=C(C(=O)CC(C)(C)C1)C3c1ccccc1 (centres undefined) | 8% | -0.27 | 518 | 3.2 | 2.0 | -0.14 | -4.4 | 17 | -0.044 | 561 | -1.8% | 0.24 | i | -119% | i | 6.7 | 1 |
| C=CCNc1nc(Cl)nc(Nc2ccc([N+](=O)[O-])cc2)n1 | -1% | -0.52 | 1251 | 1.2 | 1.1 | 0.21 | -0.67 | 9 | -0.77 | 654 | -1.1% | -0.17 | i | 1% | i | 4.4 | 6 |
| O=C(COC(=O)c1cc(S(=O)(=O)N2CCOCC2)ccc1O)NCC1CCCO1 (centres undefined) | 3% | -0.41 | 1216* | 6.3 | 2.0 | -0.36 | 3.8* | 8 | 0.065 | . | -0.7% | 0.0094 | i | 6% | i | 14 | . |
| COc1ccc([N+](=O)[O-])cc1NC1C2CC3CC(C2)CC1C3 (centres undefined) | -6% | 0.92 | 1512 | 2.4 | 2.0 | -0.2 | -0.04 | 18 | -1.1 | . | -2.3% | 1.4 | i | 6% | i | 6.9 | . |
| O=C(CSc1c2c(nc3ccccc13)CCCC2)NCc1ccco1 | 1% | 0.36 | 1166 | 2.8 | 2.3 | 0.9 | 0.27 | 10 | -2.2 | 720 | -1.0% | 0.6 | i | 0% | i | 2.4 | 18 |
| COc1ccc(CN(Cc2ccc(C(=O)O)cc2)C(=S)Nc2ccccc2Cl)cc1OC | 5% | 0.48 | 1267 | 3.1 | 2.6 | -0.24 | 0.32 | -2 | -0.89 | 694 | -11% | 0.61 | i | 0% | i | 6.0 | -6 |

Next results:
| structure | P. falciparum M1AAP | Dynein transport | Insulin prom up cell count | MT stabilize HCS | MT stabilize HCS Hoechst-high % | Dynein transport cytoplasmic EGFP | Insulin prom up | Autophagy HCS cell loss 18 h | Dynein transport cell count | Lipid droplet cells 6.5 µM | ER stress rescue | Dynein transport nuclear GR-EGFP | Autophagy HCS | M17LAP inhibition | Yfh1-depleted yeast | MT stabilize HCS cytotoxicity % | Lipid droplet |
| --- | --- | --- | --- | --- | --- | --- | --- | --- | --- | --- | --- | --- | --- | --- | --- | --- | --- |
| CSc1nnc(-c2cccn(Cc3ccccc3)c2=O)o1 | 21% | -0.94 | 1212 | 8.3 | 2.2 | -0.34 | 1.6 | -1 | 0.75 | . | -1.1% | -0.11 | i | -54% | i | 3.4 | . |
| Cc1[nH]c2ccccc2c1C(=O)COC(=O)Cn1c(C)nc2ccccc21 | 1% | -0.32 | 1182 | 1.2 | 1.0 | -0.18 | 0.69 | 26 | 0.7 | 664 | -0.3% | -0.44 | i | 16% | i | 9.0 | -2 |
| C/C(=N\Nc1nc2ccc(Cl)cc2o1)c1ccccc1 | 5% | 0.26 | 1031 | . | . | -0.28 | 0 | . | 0.19 | 742 | . | -0.28 | . | 1% | i | . | -6 |
| O=C(Cn1c2c(c(=O)n3ncnc13)CCC2)N/N=C/c1cccs1 | 1% | 0.16 | 1123 | . | . | -0.17 | 0.18 | . | 0.25 | 721 | . | 0.12 | . | 4% | i | . | -7 |
| CC(=O)NS(=O)(=O)c1ccc(NC(=O)CSc2ccc(C)cc2)cc1 | -3% | -0.04 | 1395 | 4.4 | 3.4 | -0.2 | 0.75 | 9 | -0.33 | 657 | 1.4% | 0.26 | i | 0% | i | 4.6 | 2 |
| O=[N+]([O-])c1cccc(/C=N/N2CCN(Cc3ccc(Cl)cc3)CC2)c1 | 3% | -0.78 | . | . | . | -0.28 | . | . | 0.84 | 751 | . | 0.23 | . | -9% | i | . | 1 |
| Cc1ccc(-c2nc3sc4c(c3c(=O)n2N)CCCC4)cc1 | -2% | -0.26 | 912 | 1.4 | 1.7 | -0.13 | 0.34 | -3 | 0.72 | 779 | -4.5% | 0.17 | i | -4% | i | 11 | 11 |
| CN(C)c1ccc(NC(=O)Nc2cccc(Cl)c2)cc1 | 23% | 0.002 | 1956 | 2.5 | 2.5 | -0.19 | 0.04 | 2 | 1.4 | 669 | 0.1% | -0.11 | i | 22% | i | 7.8 | 2 |
| Cn1cnc2c(NCc3ccco3)ncnc21 | -2% | -0.47 | 1417 | 4.0 | 1.3 | 0.24 | 0.67 | -1 | 0.83 | 730 | -3.4% | -0.12 | i | 24% | i | 12 | 1 |
